Screens deposited in PubChem BioAssay by several laboratories.
TRPC4 potent: allosterically enhances the mouse TRPC4 cation channel | B-score at 10 µM | actives 0.42% (n = 310,000) | Q9QUQ5 | HEK293 TRPC4beta/mu-opioid, DAMGO EC20, Fluo-4 Ca2+ flux; stronger effect = higher value;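 active = B-score of calcium response area above 5 SD of library B-scores, with initial fluorescence ratio within 5 SD of library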;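 also: B-score of integrated fluorescence ratio over time as area under calcium response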
TRPC4 act: TRPC4 (mouse) channel activation. HEK293 TRPC4beta/mu-opioid, Fluo4 calcium fluorescence; stronger effect = higher value. B-score at 10 µM. actives 0.49% (n = 310,000). AID 2237;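 active = B-score above 5 SD of library B-scores, and initial fluorescence ratio not above library mean plus 5 SD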;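 also: positive B-score marks a calcium rise read as TRPC4 activation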
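System: HEK293 cells stably co-expressing mouse TRPC4beta and mu-opioid receptor; Schedule: Fluo4 dye loading 45 min at room temperature, 110 s recording; Detection: Fluo4 fluorescence, kinetic; Evaluation: B-scored integrated calcium fluorescence ratio; Controls: buffer (low) and maximal DAMGO (high).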
PolyA inh: inhibitors of polyadenylation in S. cerevisiae; S. cerevisiae SKY197-pL101 polyadenylation reporter, beta-gal luminescence; efflux-impaired pdr1/pdr3 knockout yeast; score 100 = 6 SD above DMSO; calls only at 12 µM; actives 0.02% (n = 300,000);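 active = lowest replicate activity score at least 50, where 100 means six control SD above control mean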;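 also: yeast exposed to compound for 9 h at 30 °C; higher score means more reporter readthrough which indicates perturbed polyadenylation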
KCNK3 block: human KCNK3 channel inhibition, primary screen. O14649. B-score at 10 µM. actives 0.84% (n = 340,000). CHO-KCNK3 thallium flux, FluxOR fluorescence; stronger effect = lower value;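 active = B-score under library mean minus 4 SD, starting fluorescence ratio at most library mean plus 5 SD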;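 also: more negative B-score means stronger inhibition of thallium flux through KCNK3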
Target sequence (O14649 whole entry, looked up): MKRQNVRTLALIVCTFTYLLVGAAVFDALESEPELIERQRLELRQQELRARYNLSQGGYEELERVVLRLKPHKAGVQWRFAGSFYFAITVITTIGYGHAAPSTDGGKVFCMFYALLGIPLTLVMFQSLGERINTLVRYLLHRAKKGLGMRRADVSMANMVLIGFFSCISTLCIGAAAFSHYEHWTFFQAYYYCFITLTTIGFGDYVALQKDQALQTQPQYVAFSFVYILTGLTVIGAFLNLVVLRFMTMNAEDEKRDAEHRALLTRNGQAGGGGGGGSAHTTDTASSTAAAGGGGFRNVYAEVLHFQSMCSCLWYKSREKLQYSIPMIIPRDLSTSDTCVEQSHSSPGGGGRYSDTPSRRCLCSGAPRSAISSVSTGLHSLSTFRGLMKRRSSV
DYRK1A inh: Dyrk1A (rat) kinase inhibition | Q63470 | ADP-Glo luminescence, NFATc1 peptide | inhibition, % at 12.5 µM | actives 0.43% (n = 310,000); in the data active = inhibition above about 50%;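 also: plate controls were vehicle with enzyme for no effect and no enzyme for full effect; many of its hits are not listed in these tables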
TRPC4 inh: blocks the mouse TRPC4 cation channel; actives 0.39% (n = 300,000); B-score at 10 µM; AID 2247; Q9QUQ5; HEK293 TRPC4beta/mu-opioid, DAMGO-evoked Fluo4 calcium flux; stronger effect = lower value;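 active = B-score over 3 SD under the library average, no early fluorescence shift, positive overall ratio signal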
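Material: HEK293 cells with stable TRPC4beta plus mu-opioid receptor expression; probe or stimulus: DAMGO in two steps, submaximal then maximal; technique: Fluo4 calcium fluorescence by kinetic imaging, 5 s 1 Hz baseline; measure: integrated fluorescence ratio relative to baseline, converted to per-well B score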
KCNK9 block: human KCNK9 channel inhibition. Q9NPC2. HEK293 KCNK9, FluxOR thallium flux fluorescence; stronger effect = lower value. B-score at 10 µM. actives 1.2% (n = 310,000);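 active = ratio B-score over 3 SD below the library mean, with starting fluorescence within 5 SD of its mean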;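 also: negative B-score means less thallium flux so channel inhibition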
Platelet DG rel: platelet dense granule release activity | human platelet-rich plasma, SFLLRN dense granule ATP release, luminescence | inhibition, %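 (compounds screened at 7.5 µM in platelet-rich plasma)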 | actives 0.22% (n = 300,000) | AID 1663;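 active = mean replicate score, as percent of positive control, at or above 50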
hERG protect: hERG (human) protection from proarrhythmic block; Q12809; CHO-hERG, FluxOR thallium flux, dofetilide IC70 present; activation (rescue from dofetilide block), less the hit threshold, % at 10 µM; actives 0.51% (n = 310,000); AID 1511;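 active = activation above the mean of controls blocked by dofetilide plus 5 SD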;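 also: thallium influx through hERG after potassium depolarization seen as dye fluorescence rise; in these data hits start at about 4.7%; inactives centre near -7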
KCNQ1 inh: human KCNQ1 channel inhibition | CHO-K1 KCNQ1, FluxOR thallium flux fluorescence; stronger effect = higher value | B-score at 10 µM | actives 1.3% (n = 310,000) | AID 2642;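 active = compounds whose thallium flux B-score, printed positive for inhibition, exceeds three library SD while starting fluorescence stays within three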;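 also: channel opened by potassium depolarization with thallium stimulus after 20 min compound exposure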
Target sequence (P51787 whole entry, looked up): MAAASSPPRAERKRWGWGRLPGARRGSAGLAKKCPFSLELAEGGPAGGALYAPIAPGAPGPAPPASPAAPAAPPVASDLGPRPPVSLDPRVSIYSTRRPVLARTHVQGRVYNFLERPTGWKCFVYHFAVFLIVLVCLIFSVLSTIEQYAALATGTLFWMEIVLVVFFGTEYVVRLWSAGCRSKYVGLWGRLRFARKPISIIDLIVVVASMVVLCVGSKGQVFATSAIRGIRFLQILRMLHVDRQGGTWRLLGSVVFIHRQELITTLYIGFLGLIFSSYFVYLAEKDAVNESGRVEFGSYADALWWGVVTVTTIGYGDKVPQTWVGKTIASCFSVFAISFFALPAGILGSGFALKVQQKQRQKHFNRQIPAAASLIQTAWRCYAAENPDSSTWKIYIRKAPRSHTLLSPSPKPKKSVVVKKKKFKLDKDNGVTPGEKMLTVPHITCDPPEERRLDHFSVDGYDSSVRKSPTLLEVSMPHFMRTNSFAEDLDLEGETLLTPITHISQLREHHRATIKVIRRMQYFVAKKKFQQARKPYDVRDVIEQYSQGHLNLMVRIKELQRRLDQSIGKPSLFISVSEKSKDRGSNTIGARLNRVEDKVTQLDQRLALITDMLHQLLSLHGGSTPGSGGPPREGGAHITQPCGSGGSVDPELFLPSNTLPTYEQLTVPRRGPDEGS
KCNQ1 pot: potentiates or activates the human KCNQ1 potassium channel. CHO-K1 KCNQ1, thallium flux FluxOR fluorescence; stronger effect = higher value. B-score at 10 µM. actives 0.35% (n = 310,000);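 active = fluorescence ratio B-score, a plate-corrected score, at least three library SD, with initial intensity B-score within 5 SD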
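Test system: CHO-K1 cells stably expressing KCNQ1 / Medium: assay buffer / Also added: depolarizing K+/Tl+ stimulus, K2SO4 and Tl2SO4 each 12.5 mM in 5x stock / Incubation: 90 min dye loading and 20 min compound exposure, both at room temperature / Signal: thallium influx via FluxOR fluorescence, kinetic imaging / Evaluation: B score of baseline-normalized fluorescence ratio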
Active calls of the source: *. This is a subset; rates above refer to the full screens.

COC(=O)[C@@H]1C[C@@H]2CC[C@@H](O)C[C@@H]2N1Cc1ccccc1OS(=O)(=O)c1ccc(C)cc1 was read as TRPC4 potent inactive, TRPC4 act inactive, PolyA inh inactive, KCNK3 block inactive, DYRK1A inh 2.5, TRPC4 inh inactive, KCNK9 block inactive, Platelet DG rel 2.0, hERG protect -10.5, KCNQ1 inh inactive and KCNQ1 pot inactive.
Screening CCC(=O)Oc1cccc(C(=O)Nc2ccc(-c3nnc(-c4ccco4)o3)cc2)c1 returned TRPC4 potent inactive, TRPC4 act inactive, PolyA inh inactive, KCNK3 block inactive, DYRK1A inh 0.0, TRPC4 inh inactive, KCNK9 block inactive, Platelet DG rel -2.9, hERG protect -9.8, KCNQ1 inh inactive and KCNQ1 pot inactive.
Screening Cc1ccc(OCC(=O)NNC(=O)Cc2ccc(S(=O)(=O)N3CCOCC3)s2)cc1 returned TRPC4 potent inactive, TRPC4 act inactive, PolyA inh inactive, KCNK3 block inactive, DYRK1A inh -7.1, TRPC4 inh inactive, KCNK9 block inactive, Platelet DG rel -0.3, hERG protect -9.2, KCNQ1 inh inactive and KCNQ1 pot inactive.
Screening CC(C)CNC(=O)CSc1nnc(-c2ccccn2)n1Cc1ccccc1 returned TRPC4 potent inactive, TRPC4 act inactive, PolyA inh inactive, KCNK3 block inactive, DYRK1A inh -2.8, TRPC4 inh inactive, KCNK9 block inactive, Platelet DG rel -1.7, hERG protect -8.8, KCNQ1 inh inactive and KCNQ1 pot inactive.
For Cc1ccccc1OCCSc1nnc(-c2ccncc2)n1C the results were TRPC4 potent inactive, TRPC4 act inactive, PolyA inh inactive, KCNK3 block inactive, DYRK1A inh 5.7, TRPC4 inh inactive, KCNK9 block inactive, Platelet DG rel 6.0, hERG protect -8.3, KCNQ1 inh inactive and KCNQ1 pot inactive.
For Cc1cc(S(=O)(=O)N2CCN=C2c2ccccc2)c(Cl)cc1Cl the results were TRPC4 potent inactive, TRPC4 act inactive, PolyA inh inactive, KCNK3 block inactive, DYRK1A inh -1.4, TRPC4 inh inactive, KCNK9 block inactive, Platelet DG rel -10.8, hERG protect -11.2, KCNQ1 inh inactive and KCNQ1 pot inactive.
CC(C)(C)c1ccccc1NC(=O)c1cccnc1 was read as TRPC4 potent inactive, TRPC4 act inactive, PolyA inh inactive, KCNK3 block inactive, DYRK1A inh 7.7, TRPC4 inh inactive, KCNK9 block inactive, Platelet DG rel 3.3, hERG protect -10.7, KCNQ1 inh inactive and KCNQ1 pot inactive.
For C=CCn1c(SC(C)C(N)=O)nc2sc(CC)cc2c1=O (stereo not given) the results were TRPC4 potent inactive, TRPC4 act inactive, PolyA inh inactive, KCNK3 block inactive, DYRK1A inh -3.5, TRPC4 inh inactive, KCNK9 block inactive, Platelet DG rel 0.3, hERG protect -8.9, KCNQ1 inh inactive and KCNQ1 pot inactive.
Screening Oc1cccc(/C=N/Nc2ccc(Cl)nn2)c1O returned TRPC4 potent inactive, TRPC4 act inactive, PolyA inh inactive, KCNK3 block inactive, DYRK1A inh 3.7, TRPC4 inh inactive, KCNK9 block inactive, Platelet DG rel -5.1, hERG protect -1.6, KCNQ1 inh inactive and KCNQ1 pot inactive.
For COc1ccccc1NC(=O)c1cc(C(=O)Nc2ccccc2OC)cc([N+](=O)[O-])c1 the results were TRPC4 potent inactive, TRPC4 act inactive, PolyA inh inactive, KCNK3 block inactive, DYRK1A inh 10.5, TRPC4 inh inactive, KCNK9 block inactive, Platelet DG rel -1.4, hERG protect -4.2, KCNQ1 inh inactive and KCNQ1 pot inactive.
For C=CCc1ccccc1OCC(O)CNC(C)C (stereo not given) the results were TRPC4 potent inactive, TRPC4 act inactive, PolyA inh inactive, KCNK3 block inactive, DYRK1A inh -0.2, TRPC4 inh inactive, KCNK9 block inactive, Platelet DG rel -7.2, hERG protect -5.8, KCNQ1 inh inactive and KCNQ1 pot inactive.
`S=C(NCCN1CCOCC1)N/N=C/c1ccccc1` gave TRPC4 potent inactive, TRPC4 act inactive, PolyA inh inactive, KCNK3 block inactive, DYRK1A inh 8.4, TRPC4 inh inactive, KCNK9 block inactive, Platelet DG rel -0.9, hERG protect -3.8, KCNQ1 inh inactive and KCNQ1 pot inactive.
Screening O=C(COc1ncnc2ccccc12)Nc1ccc(Cl)c([N+](=O)[O-])c1 returned TRPC4 potent inactive, TRPC4 act inactive, PolyA inh inactive, KCNK3 block inactive, DYRK1A inh 5.2, TRPC4 inh inactive, KCNK9 block inactive, Platelet DG rel 7.2, hERG protect -6.1, KCNQ1 inh inactive and KCNQ1 pot inactive.
Cc1cc(NC(=O)Nc2cc(C)nn2-c2ccccc2)n(-c2ccccc2)n1 was read as TRPC4 potent inactive, TRPC4 act inactive, PolyA inh inactive, KCNK3 block inactive, DYRK1A inh -0.8, TRPC4 inh inactive, KCNK9 block inactive, Platelet DG rel 0.4, hERG protect -10.6, KCNQ1 inh inactive and KCNQ1 pot inactive.
`CCOC(=O)C1(CCOc2ccccc2)CCN(Cc2ccc(OC)c(COC)c2)CC1` gave TRPC4 potent inactive, TRPC4 act inactive, PolyA inh inactive, KCNK3 block inactive, DYRK1A inh 0.3, TRPC4 inh inactive, KCNK9 block inactive, Platelet DG rel -1.8, hERG protect -14.6, KCNQ1 inh inactive and KCNQ1 pot inactive.
`Cc1nn(C)cc1CN(C)C(=O)c1cc(-c2ccccc2)nc2ccc(Br)cc12` gave TRPC4 potent inactive, TRPC4 act inactive, PolyA inh inactive, KCNK3 block inactive, DYRK1A inh 6.1, TRPC4 inh inactive, KCNK9 block inactive, Platelet DG rel 2.2, hERG protect -25.7, KCNQ1 inh inactive and KCNQ1 pot inactive.
`O=[N+]([O-])c1ccccc1CN1CCN(Cc2c[nH]c3ccccc23)CC1` gave TRPC4 potent inactive, TRPC4 act inactive, PolyA inh inactive, TRPC4 inh -7*, KCNK9 block inactive, Platelet DG rel 3.0, hERG protect -5.6, KCNQ1 inh inactive and KCNQ1 pot inactive.
Screening O=C(NNC(=S)Nc1ccc(F)cc1)C1[C@H]2CCCC[C@@H]12 (stereo not given in full) returned TRPC4 potent inactive, TRPC4 act inactive, PolyA inh inactive, KCNK3 block inactive, TRPC4 inh inactive, KCNK9 block inactive, Platelet DG rel -4.9, hERG protect -1.9, KCNQ1 inh inactive and KCNQ1 pot inactive.
For Cc1ccc(-n2nc3c(=O)n(CC(=O)NCc4ccccc4Cl)nc(C)c3c2C)cc1 the results were TRPC4 potent inactive, TRPC4 act inactive, PolyA inh inactive, KCNK3 block inactive, DYRK1A inh -2.3, TRPC4 inh inactive, KCNK9 block inactive, Platelet DG rel -0.3, hERG protect -8.5, KCNQ1 inh inactive and KCNQ1 pot inactive.
Screening C=C(C)c1cccc(C(C)(C)NC(=O)N2CCCC(C)C2)c1 (stereo not given) returned TRPC4 potent inactive, TRPC4 act inactive, PolyA inh inactive, KCNK3 block inactive, TRPC4 inh inactive, KCNK9 block inactive, Platelet DG rel 7.3, hERG protect -5.9, KCNQ1 inh inactive and KCNQ1 pot inactive.
Screening CC1=NN(c2ccc(Cl)cc2)C(=O)/C1=C\c1cccn1-c1ccc(S(N)(=O)=O)cc1 returned TRPC4 potent inactive, TRPC4 act inactive, PolyA inh inactive, KCNK3 block inactive, DYRK1A inh -0.8, TRPC4 inh inactive, KCNK9 block inactive, Platelet DG rel -6.0, hERG protect -7.8, KCNQ1 inh inactive and KCNQ1 pot inactive.
`Cc1cccc(OCc2nnc(SCC(=O)Nc3cccc(C(=O)N4CCOCC4)c3)n2C)c1C` gave TRPC4 potent inactive, TRPC4 act inactive, PolyA inh inactive, KCNK3 block inactive, DYRK1A inh -3.1, TRPC4 inh inactive, KCNK9 block inactive, Platelet DG rel -0.4, hERG protect -7.6, KCNQ1 inh inactive and KCNQ1 pot inactive.
`COc1ccc(C(=O)Nc2nc(C)cc(C)n2)cc1` gave TRPC4 potent inactive, TRPC4 act inactive, PolyA inh inactive, KCNK3 block inactive, TRPC4 inh inactive, KCNK9 block inactive, Platelet DG rel 5.1, hERG protect -17.9, KCNQ1 inh inactive and KCNQ1 pot inactive.
O=C(CSc1ccc2nnc(-c3ccccn3)n2n1)NCc1ccco1 was read as TRPC4 potent inactive, TRPC4 act inactive, PolyA inh inactive, KCNK3 block inactive, DYRK1A inh 7.1, TRPC4 inh inactive, KCNK9 block inactive, Platelet DG rel -6.8, hERG protect -9.2, KCNQ1 inh inactive and KCNQ1 pot inactive.
Screening Cc1ccc(S(=O)(=O)N2CCOCC2)cc1C(=O)OCc1nnc(-c2ccccc2)o1 returned TRPC4 potent inactive, TRPC4 act inactive, PolyA inh inactive, KCNK3 block inactive, DYRK1A inh -0.5, TRPC4 inh inactive, KCNK9 block inactive, Platelet DG rel -3.5, hERG protect -17.6, KCNQ1 inh inactive and KCNQ1 pot inactive.
Screening CCN(Cc1ccccc1)C(=O)COc1ccccc1 returned TRPC4 potent inactive, TRPC4 act inactive, PolyA inh inactive, KCNK3 block inactive, DYRK1A inh 4.9, TRPC4 inh inactive, KCNK9 block inactive, Platelet DG rel -3.7, hERG protect -10.8, KCNQ1 inh inactive and KCNQ1 pot inactive.
`O=C(/C=C/C=C/c1ccccc1)CC1(O)C(=O)N(CCc2ccccc2)c2ccccc21` (stereo not given) gave TRPC4 potent inactive, TRPC4 act inactive, PolyA inh inactive, KCNK3 block inactive, DYRK1A inh -3.3, TRPC4 inh inactive, KCNK9 block inactive, Platelet DG rel 6.3, hERG protect -9.3, KCNQ1 inh inactive and KCNQ1 pot inactive.
Screening CCC(c1nnnn1Cc1ccco1)N(CCc1ccccc1)Cc1cc2cc(C)ccc2[nH]c1=O (stereo not given) returned TRPC4 potent inactive, TRPC4 act inactive, PolyA inh inactive, KCNK3 block inactive, DYRK1A inh -1.3, TRPC4 inh inactive, KCNK9 block inactive, Platelet DG rel -2.9, hERG protect -6.8, KCNQ1 inh inactive and KCNQ1 pot inactive.
